Lipid storage S3 = qHTS Assay for Lipid Storage Modulators in Drosophila S3 Cells; 320,000 compounds, 0.64% hits; Drosophila S3 cells, BODIPY lipid droplet fluorescence, 18-24 h; cells fed with added oleic acid; AID 2685, 2010; lipid storage change, negative = inhibition, % at the top dose, mostly 46.1 µM; hits show Potency in µM; active = well fitted inhibition curve with a large enough effect in the signal ratio, with a control signal flat, not every such curve was filed as active; inconclusive = small, poorly fitted or top-dose-only effect, or effect the other way, or a change in a side signal; the % refers to the signal ratio
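Laser-scanning cytometry quantifies lipid droplet accumulation (500–530 nm total intensity; droplet/cell object ratio) in oleic acid-fed (400 uM added) Drosophila S3 cells treated with a concentration series. 20 uM Triacsin C defined 100% inhibition.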
Lipid storage S3 cell count max = second read-out of Lipid storage S3, no call of its own (marks repeat the call); cell number change, %; measured here: cell count max response;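 cells counted by Cell Tracker Red CMTPX staining in the red channel; peak over a dose series mostly up to 46.1 µM; percent activity relative to internal control wells on each plate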
* = called active by the depositor. % is scaled to controls: 0 for no effect and ±100 for the full control effect; potency is read from the fitted curve at half-maximal effect.

Results for CCOC(=O)C1CCCN(S(=O)(=O)c2cccc3nsnc23)C1 (stereo not drawn) ?
Lipid storage S3: inactive

What do the screens show for `Cc1cccc(NC(=O)CSc2nnnn2C)n1`?
Lipid storage S3: -9%; Lipid storage S3 cell count max: -5

Results for O=C(COc1ccccc1)N/N=C/c1ccc(O[C@@H]2O[C@H](CO)[C@@H](O)[C@H](O)[C@H]2O)cc1 ?
Lipid storage S3: inconclusive

How did Cc1ccsc1CNn1cnnc1SCc1ccccc1F do in these assays?
Lipid storage S3: inconclusive

What do the screens show for `O=C1NC(=Nc2ccccc2)SC1(CO)CO`?
Lipid storage S3: 12%; Lipid storage S3 cell count max: 13

Results for COc1ccc(NC(=O)COC(=O)CN2C(=O)NC(C)(C)C2=O)cc1 ?
Lipid storage S3: inconclusive

How did O=c1cc(NCC2CCCO2)[nH]c(=O)n1-c1ccc(Cl)cc1 (stereo not drawn) do in these assays?
Lipid storage S3: 11%; Lipid storage S3 cell count max: -1

How did CC(C)CCc1noc(CN2CCC(CCN3CCCC3=O)CC2)n1 do in these assays?
Lipid storage S3: 2%; Lipid storage S3 cell count max: 13

What do the screens show for `NNC(=O)c1cn2ccccc2n1`?
Lipid storage S3: 3%; Lipid storage S3 cell count max: 8

Results for O=C(NN=C1CCCC1)c1ccc(Br)cc1 ?
Lipid storage S3: 19%; Lipid storage S3 cell count max: 9

How did CCOc1ccc(NC(=O)CN(C)C(=O)c2cc([N+](=O)[O-])ccc2N2CCCCC2)cc1OCC do in these assays?
Lipid storage S3: 25%

What do the screens show for `Clc1cccc(CSc2ccc(-c3ccco3)nn2)c1`?
Lipid storage S3: 11%; Lipid storage S3 cell count max: 13

Results for N#Cc1ccc(C(=O)Nc2nnc(-c3ccccn3)o2)cc1 ?
Lipid storage S3: 4%; Lipid storage S3 cell count max: 0

What do the screens show for `Cc1ccccc1C(=O)Nc1nnc(-c2ccco2)o1`?
Lipid storage S3: inconclusive

Results for Cc1c(C(=O)OC(C)C(C)C[N+](C)(C)C)oc2ccccc12 (stereo not drawn) ?
Lipid storage S3: 4%; Lipid storage S3 cell count max: 12

What do the screens show for `O=C(O)CSc1nc2ccccc2c(=O)[nH]1`?
Lipid storage S3: inconclusive

Results for O=C(CC1SC(=O)N(c2ccccc2)C1=O)Nc1ccc(Cl)cc1 (stereo not drawn) ?
Lipid storage S3: -3%; Lipid storage S3 cell count max: 20

How did COC(=O)c1cc(NS(=O)(=O)c2ccc(N3CCCCC3)c([N+](=O)[O-])c2)cc(C(=O)OC)c1 do in these assays?
Lipid storage S3: -10%; Lipid storage S3 cell count max: -3

Results for CCS(=O)(=O)N1CCN(Cc2ccncc2)CC1 ?
Lipid storage S3: inconclusive

How did CCOC(=O)c1c(NC(=O)C2C3CCC(O3)C2C(=O)O)sc2c1CCC(CC)C2 (stereo not drawn) do in these assays?
Lipid storage S3: inconclusive

How did Cc1ccc(C2(C)NC(=O)N(CC(=O)Nc3ccccc3N3CCCC3)C2=O)cc1 (stereo not drawn) do in these assays?
Lipid storage S3: inconclusive

How did CC1CCCC(NC(=O)CN2CCN(S(=O)(=O)c3cccs3)CC2)C1C (stereo not drawn) do in these assays?
Lipid storage S3: inconclusive

How did CC(=O)c1c(C)[nH]c(C(=O)Nc2nc(-c3ccc(Cl)cc3)cs2)c1C do in these assays?
Lipid storage S3: inconclusive

How did O=C(NCC1COc2ccccc2O1)c1cc(S(=O)(=O)N2CCOCC2)ccc1F (stereo not drawn) do in these assays?
Lipid storage S3: inconclusive

What do the screens show for `Cc1c(C(=O)NCCSCc2ccco2)cccc1[N+](=O)[O-]`?
Lipid storage S3: inconclusive

How did COc1ccc2c(n1)Sc1nc3ccccc3nc1N2 do in these assays?
Lipid storage S3: inconclusive

How did COc1ccc(NC(=O)Nc2cccc(Cl)c2Cl)c(OC)n1 do in these assays?
Lipid storage S3: -8%; Lipid storage S3 cell count max: -8

What do the screens show for `CCOC(=O)C1CCN(Cc2cc(=O)oc3cc(C)ccc23)CC1`?
Lipid storage S3: 0%; Lipid storage S3 cell count max: 0

How did COc1cccc(C2=CC(c3ccc(OC)c(OC)c3OC)n3nnnc3N2)c1 (stereo not drawn) do in these assays?
Lipid storage S3: inconclusive

Results for O=C(C1=C(O)C(=O)N(Cc2ccco2)C1c1cccc(O)c1)c1ccco1 (stereo not drawn) ?
Lipid storage S3: -5%; Lipid storage S3 cell count max: 16

Results for Cc1ccc2nc(Cl)c(C3CC(c4cccs4)=NN3C(=O)CCCC(=O)O)cc2c1 (stereo not drawn) ?
Lipid storage S3: inconclusive

How did COc1cccc(C(=O)NCCCNC(=O)c2ccccn2)c1 do in these assays?
Lipid storage S3: inactive; Lipid storage S3 cell count max: 10

What do the screens show for `O=C(/C=C/c1cc(Br)ccc1O)c1ccco1`?
Lipid storage S3: inconclusive

What do the screens show for `CC(=O)N1CCc2cc(S(=O)(=O)NC(CC(C)C)C(=O)N3CCCC3)ccc21` (stereo not drawn)?
Lipid storage S3: inconclusive

What do the screens show for `Nc1c(C(=O)Nn2cnnc2)cc([N+](=O)[O-])cc1[N+](=O)[O-]`?
Lipid storage S3: 10%

Results for COc1ccccc1N(CC(O)CN1C(C)CCCC1C)S(=O)(=O)c1ccccc1 (stereo not drawn) ?
Lipid storage S3: inconclusive

How did CN(C)S(=O)(=O)N(CC(=O)N1CCOCC1)c1ccccc1 do in these assays?
Lipid storage S3: inconclusive

How did CCN(CC)C(=O)CSc1nc2ccccc2c(=O)n1CCC(=O)N1CCN(c2ccccc2)CC1 do in these assays?
Lipid storage S3: 1%; Lipid storage S3 cell count max: 7

Results for Cc1ccc(S(=O)(=O)N2CCN(C(=O)C3CCCC3)CC2)cc1C ?
Lipid storage S3: inactive

How did CC(=O)Nc1ccc(S(=O)(=O)NCCC(=O)N2CCC(Cc3ccccc3)CC2)cc1 do in these assays?
Lipid storage S3: inconclusive

Results for O=C(COc1ccccc1O)c1cccs1 ?
Lipid storage S3: inconclusive

Results for COc1ccc(CCC(=O)N2CCN(c3ccc(OC)cc3)CC2)cc1 ?
Lipid storage S3: 4%; Lipid storage S3 cell count max: -20

How did CCOC(=O)CSc1nc(C)nc2c1sc1nc(C)c(C(C)=O)c(-c3ccc(OC)cc3)c12 do in these assays?
Lipid storage S3: 23%; Lipid storage S3 cell count max: 12

Results for COCCCNc1nc2c(c(=O)[nH]c(=O)n2C)n1CCCc1ccccc1 ?
Lipid storage S3: inconclusive

What do the screens show for `O=C(O)c1ccccc1-c1ccccc1C(=O)Nc1cccc(-c2nc3ccccc3o2)c1`?
Lipid storage S3: 5%; Lipid storage S3 cell count max: 15

Results for CCc1ccc(OCCCCCn2ccnc2)cc1 ?
Lipid storage S3: 4.6µM*; Lipid storage S3 cell count max: -12*

Results for O=C(CSC1c2ccccc2C(=O)N1c1ccccc1)N1CCOCC1 (stereo not drawn) ?
Lipid storage S3: 3%; Lipid storage S3 cell count max: 2

How did COc1ccc2oc3cc(C)[n+]([O-])c(-c4ccc(C)cc4)c3c2c1 do in these assays?
Lipid storage S3: inconclusive

Results for Cc1cc(C(=O)N/N=C/c2ccc(-c3cccc([N+](=O)[O-])c3)o2)n[nH]1 ?
Lipid storage S3: inconclusive

What do the screens show for `COc1ccc(N2C(=O)C(F)(F)C2c2cccc(F)c2)cc1` (stereo not drawn)?
Lipid storage S3: inconclusive

Results for CNC(=O)/C(=C\c1ccc([N+](=O)[O-])cc1)NC(C)=O ?
Lipid storage S3: inconclusive

How did Cc1ccccc1NS(=O)(=O)c1ccc(C(=O)N2CCN(c3ccccn3)CC2)cc1 do in these assays?
Lipid storage S3: inconclusive

Results for Cc1cc2c(ncn2C)c(NS(=O)(=O)c2ccc(Cl)cc2)c1C ?
Lipid storage S3: inconclusive

What do the screens show for `Cc1ccc(C(=O)O)cc1-c1ccc(C=C2C(=O)c3ccccc3C2=O)o1`?
Lipid storage S3: -9%; Lipid storage S3 cell count max: 29

What do the screens show for `Fc1ccc(-c2nnn(Cc3ccccc3Cl)n2)cc1`?
Lipid storage S3: 4%; Lipid storage S3 cell count max: 4

Results for NNC(=O)C1CC1c1ccccc1 (stereo not drawn) ?
Lipid storage S3: 8%; Lipid storage S3 cell count max: 9

What do the screens show for `CN(C)CCCN(C(=O)COc1ccccc1)c1nc2ccc(F)cc2s1`?
Lipid storage S3: -7%; Lipid storage S3 cell count max: -16

Results for COc1ccccc1CNc1ncnc2cc(Cl)ccc12 ?
Lipid storage S3: inconclusive

How did O=C(c1ccccc1O)N1N=C(c2ccccc2)CC1(O)C(F)(F)F (stereo not drawn) do in these assays?
Lipid storage S3: -18%; Lipid storage S3 cell count max: -12

Results for CC(C)c1ccc(CN(C)CC(O)c2ccccc2)cc1 (stereo not drawn) ?
Lipid storage S3: inconclusive

Of the compounds above, nine contain a Cl atom.
How did O=c1cc(NCC2CCCO2)[nH]c(=O)n1-c1ccc(Cl)cc1 (stereo not drawn) do in these assays?
Lipid storage S3: 11%; Lipid storage S3 cell count max: -1

What do the screens show for `Clc1cccc(CSc2ccc(-c3ccco3)nn2)c1`?
Lipid storage S3: 11%; Lipid storage S3 cell count max: 13

Results for O=C(CC1SC(=O)N(c2ccccc2)C1=O)Nc1ccc(Cl)cc1 (stereo not drawn) ?
Lipid storage S3: -3%; Lipid storage S3 cell count max: 20

How did CC(=O)c1c(C)[nH]c(C(=O)Nc2nc(-c3ccc(Cl)cc3)cs2)c1C do in these assays?
Lipid storage S3: inconclusive

How did COc1ccc(NC(=O)Nc2cccc(Cl)c2Cl)c(OC)n1 do in these assays?
Lipid storage S3: -8%; Lipid storage S3 cell count max: -8

Results for Cc1ccc2nc(Cl)c(C3CC(c4cccs4)=NN3C(=O)CCCC(=O)O)cc2c1 (stereo not drawn) ?
Lipid storage S3: inconclusive

Results for Cc1cc2c(ncn2C)c(NS(=O)(=O)c2ccc(Cl)cc2)c1C ?
Lipid storage S3: inconclusive

What do the screens show for `Fc1ccc(-c2nnn(Cc3ccccc3Cl)n2)cc1`?
Lipid storage S3: 4%; Lipid storage S3 cell count max: 4

Results for COc1ccccc1CNc1ncnc2cc(Cl)ccc12 ?
Lipid storage S3: inconclusive

Following part:
What do the screens show for `COc1ccc(C(C)NC(=O)C2CCCO2)cc1OC` (stereo not drawn)?
Lipid storage S3: 0%; Lipid storage S3 cell count max: 1

What do the screens show for `O=C(O)Cn1nc(-c2ccccc2)cc1-c1ccccc1`?
Lipid storage S3: -25%; Lipid storage S3 cell count max: 19

How did CCCNC(=O)c1ccccc1N1CCN(CCCCN2C(=O)C3CCCCN3C2=O)CC1 (stereo not drawn) do in these assays?
Lipid storage S3: 4%; Lipid storage S3 cell count max: -1

How did COCC(=O)N(Cc1cc2cc(OC)ccc2[nH]c1=O)c1ccccc1 do in these assays?
Lipid storage S3: inconclusive

How did Cc1c(C(=O)N2CCC(N3CCSCC3)CC2)oc2c(F)cccc12 do in these assays?
Lipid storage S3: inconclusive

What do the screens show for `O=C(NCCC1=CCCCC1)C1CCN(C(=O)Nc2ccccc2)CC1`?
Lipid storage S3: inconclusive

What do the screens show for `COc1cccc(N2CCN(C3CCCC(C)C3)CC2)c1` (stereo not drawn)?
Lipid storage S3: inconclusive

What do the screens show for `CC(C)Sc1nc2c([nH]c3ccccc32)c(=O)n1C`?
Lipid storage S3: 1%; Lipid storage S3 cell count max: 11

What do the screens show for `O=C(OCc1cnc(Cl)s1)c1ccccc1Cl`?
Lipid storage S3: -2%; Lipid storage S3 cell count max: -11

How did COc1ccccc1N(Cc1ccccc1)S(=O)(=O)c1cccc(C(=O)Nc2ccccn2)c1 do in these assays?
Lipid storage S3: inconclusive

How did COc1cc(C(=O)NCc2ccncc2)cc(OC)c1OC do in these assays?
Lipid storage S3: inconclusive

How did COc1cccc(C(=O)/C=C/Nc2ccc(S(=O)(=O)Nc3onc(C)c3C)cc2)c1 do in these assays?
Lipid storage S3: 12%; Lipid storage S3 cell count max: 4

Results for O=C(Nc1ccc(Br)cc1)c1ccc2ncsc2c1 ?
Lipid storage S3: -77%; Lipid storage S3 cell count max: 16

How did CCOc1ccc(OCC)c(NC(=O)CC2Oc3ccccc3NC2=O)c1 (stereo not drawn) do in these assays?
Lipid storage S3: inconclusive

How did N/C(=N\OC(=O)COc1ccc2ccccc2c1)c1cccnc1 do in these assays?
Lipid storage S3: inconclusive

What do the screens show for `COc1ccc(Cn2cccc(NC(=O)Nc3cccc(OC)c3)c2=O)cc1`?
Lipid storage S3: inconclusive

What do the screens show for `COC(=O)/C=C/C(=O)Nc1cccnc1`?
Lipid storage S3: 7%; Lipid storage S3 cell count max: -6

How did COc1cccc(C2CC(c3cccs3)=NN2S(C)(=O)=O)c1OC (stereo not drawn) do in these assays?
Lipid storage S3: -5%; Lipid storage S3 cell count max: 13

Results for CCC(=O)Nc1ccc(-c2nnc(-c3ccccc3)o2)cc1 ?
Lipid storage S3: inconclusive

How did O=C(CN(c1ccccc1F)S(=O)(=O)c1ccccc1)Nc1ccccc1C(=O)N1CCOCC1 do in these assays?
Lipid storage S3: inconclusive

This is a subset. The share of hits here may be higher or lower than overall.
